# Assay outcomes from PubChem.
# TNF death inh – blocks TNF-alpha induced death of Jurkat FADD-/- cells; 220,000 tested, 0.068% active; Jurkat FADD-/- TNF necroptosis rescue, ATP luminescence, 24 h; 0 = TNF only, 100 = no-TNF cells; activation (protection from cell death), % at 10 µM;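 active means activation, meaning protection from cell death, of at least 50% relative to plate controls; inactive means activation below 50%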;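 further: necroptosis triggered by 40 ng/mL TNF-alpha added together with compound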
# FXIIa inh 1536 – inhibitors of human coagulation factor XIIa | P00748 | purified FXIIa, Boc-QGR-AMC fluorogenic substrate, 2 h | inhibition, % at 5 µM | 220,000 tested, 0.3% active | AID 800; in the data active means inhibition above about 40%;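 further: 0% = enzyme with no compound and 100% = blank without enzyme; many of its hits are not listed in these tables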
# Wee1 stabilizer – blocks degradation of human Wee1 kinase; P30291; HeLa Luc-Wee1K328M stability, luciferase luminescence; 100% = proteasome inhibitor MG132 effect; reporter increase, % at 5 µM; 220,000 tested, 1.2% active;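 active means activation above the mean of all tested compounds plus 3 SD, set per screening run, cut at about 8.8% in these data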;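 further: cells exposed to compound for 20 h before luminescence read; 0% = DMSO alone and 100% = MG132 at 30 µM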
# Target sequence (P30291 whole entry K328M): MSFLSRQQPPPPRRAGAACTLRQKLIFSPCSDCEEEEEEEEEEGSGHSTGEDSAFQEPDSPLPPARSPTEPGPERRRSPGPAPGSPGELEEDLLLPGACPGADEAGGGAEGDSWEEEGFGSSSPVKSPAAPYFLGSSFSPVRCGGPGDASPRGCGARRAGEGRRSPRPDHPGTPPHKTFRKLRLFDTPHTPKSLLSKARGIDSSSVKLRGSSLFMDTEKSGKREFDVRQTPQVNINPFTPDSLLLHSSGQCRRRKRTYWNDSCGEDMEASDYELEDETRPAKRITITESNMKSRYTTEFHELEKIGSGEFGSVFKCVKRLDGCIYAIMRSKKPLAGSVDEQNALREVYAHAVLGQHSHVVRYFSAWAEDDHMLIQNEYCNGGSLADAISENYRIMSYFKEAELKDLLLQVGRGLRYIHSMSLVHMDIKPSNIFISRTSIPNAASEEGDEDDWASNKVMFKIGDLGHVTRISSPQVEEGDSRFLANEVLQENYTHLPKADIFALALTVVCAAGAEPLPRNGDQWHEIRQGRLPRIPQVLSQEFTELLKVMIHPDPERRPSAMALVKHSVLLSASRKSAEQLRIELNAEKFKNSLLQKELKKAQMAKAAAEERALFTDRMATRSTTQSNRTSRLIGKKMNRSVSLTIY
# TbHK1 inh – T. brucei hexokinase 1 inhibition; recombinant TbHK1, G6PDH-coupled NADH A340; inhibition, % at 10 µM; 220,000 tested, 0.11% active; AID 1430;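 active means inhibition of 50% or more in the single-dose primary screen; inactive means inhibition below 50%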
# PGE2 EP2 inh – EP2 receptor (human) inhibition; C6 glioma cells expressing human EP2, cAMP TR-FRET; cells stimulated with saturating PGE2; inhibition, % at 25 µM; 260,000 tested, 0.52% active; AID 1422;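 active means percent inhibition above 40 after rounding to a whole number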;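 further: rat C6 glioma host cells with rolipram phosphodiesterase inhibitor present; the protocol text gives 20 µM as final concentration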
# Target sequence (P43116 whole entry, looked up): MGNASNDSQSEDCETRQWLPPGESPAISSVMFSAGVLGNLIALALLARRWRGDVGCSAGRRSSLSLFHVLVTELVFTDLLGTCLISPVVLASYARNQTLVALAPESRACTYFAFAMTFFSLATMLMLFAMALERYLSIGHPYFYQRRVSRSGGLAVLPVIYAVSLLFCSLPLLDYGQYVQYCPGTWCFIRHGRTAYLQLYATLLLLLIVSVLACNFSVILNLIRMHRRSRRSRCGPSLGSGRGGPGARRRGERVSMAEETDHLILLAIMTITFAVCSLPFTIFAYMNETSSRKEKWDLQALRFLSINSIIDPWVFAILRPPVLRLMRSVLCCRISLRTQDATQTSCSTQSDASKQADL
# FXIa inh – blocks human coagulation factor XIa protease activity. P03951. purified FXIa, Boc-Glu-Ala-Arg-AMC fluorogenic substrate. inhibition, % at 5 µM. 220,000 tested, 0.14% active. AID 798;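 active means inhibition of at least 40%; inactive means inhibition below 40%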;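 further: fluorescence of freed AMC excited at 355 nm; 0% = enzyme without compound and 100% = no enzyme blank; many of its hits are not listed in these tables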
# zVAD death inh – blocks zVAD induced death of L929 cells | viability rescue, % at 10 µM | L929 zVAD necroptosis rescue, ATP luminescence, 24 h; with zVAD 60 µM | 220,000 tested, 0.38% active;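 active means activation, scaled between plate controls, above about 75%, limit read from the data; inactive means activation under that limit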;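 further: 0% = zVAD with DMSO and 100% = DMSO alone without zVAD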
# PPC-1+TRAIL kill – compounds killing PPC-1 cancer cells with TRAIL present (potentiator screen, no TRAIL-free arm) | 220,000 tested, 0.41% active | AID 1443 | cell killing (% activity), % at 4 µM | PPC-1 cells + TRAIL, ATPLite viability luminescence;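 active means cell killing above 50% in the first pass at 4 µM, then a duplicate retest at 5 µM averaging 50% or more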;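 further: plate controls were cells with TRAIL plus DMSO for no effect and medium-only wells lacking cells for full effect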
# CHOP inh – blocks CHOP induction under ER stress. 220,000 tested, 3.8% active. inhibition, % at 10 µM. CHO-K1 CHOP-promoter luciferase, tunicamycin-induced, 15-18 h. AID 2732;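 active means compounds that reduced the stress-induced luciferase reporter signal by more than about 70% of percent inhibition, limit read from the data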;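 further: 0% = tunicamycin plus vehicle and 100% = wells without tunicamycin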
# An asterisk follows results filed as active; nt = no result given; [ ] = dose if it differs, or a comment.
SMILES,TNF death inh,FXIIa inh 1536,Wee1 stabilizer,TbHK1 inh,PGE2 EP2 inh,FXIa inh,zVAD death inh,PPC-1+TRAIL kill,CHOP inh
CC1CCCCC1NC(=O)C1CCN(C(=O)c2sccc2-n2cccc2)CC1 (stereo not given),3.6,6,-3,-1,10,3,-0.2,-10,-25
O=C(N/C(=C/c1ccco1)C(=O)N1CCCC1)c1cccs1,-3.9,32,1,-18,4,24,0.2,19,-26
Cc1ccccc1OCc1nc(-c2ccc(-n3cccc3)cc2)no1,1.3,7,0,-11,9,-6,0.7,23,15
O=C(C/C=N/OCc1c(Cl)cccc1Cl)c1ccc(Cl)cc1,-2.0,0,-1,4,6,3,0.5,15,61
COC(=O)c1cc(Br)c(=O)n(-c2cc(C)on2)c1,0.1,-1,2,-4,15,-8,-0.2,-8,1
Cc1cccc(C(=O)N2CCc3c([nH]c4ccccc34)C2CC(C)C)n1 (stereo not given),1.2,6,0,-6,6,1,0.6,16,-25
CCS(=O)(=O)c1ccc2oc(SCC(=O)c3ccco3)nc2c1,-6.9,11,1,0,8,-2,-0.2,5,5
Cc1sc(NC(=O)c2oc3ccccc3c2C)c(C#N)c1C,-1.7,-13,0,-13,12,-9,0.2,10,15
COC(=O)c1c(NC(=O)c2c(C)noc2C)sc2c1CCCCCC2,-1.4,3,-3,6,0,-7,0.8,-39,25
O=C(O)c1cccnc1Sc1ccc(Cl)cc1,1.0,7,-2,0,5,2,-2.0,9,19
Cc1ccc(C(=O)O)cc1NC(=O)C1CCCN1S(=O)(=O)c1cccc2nsnc12 (stereo not given),0.7,7,0,-16,5,-9,-0.1,18,4
CCCC(C)c1nnc(NC(=O)CN2C(=O)c3ccccc3C2=O)s1 (stereo not given),-0.6,9,-2,-1,8,-2,0.7,0,3
CCC(=O)Nc1cc2nn(-c3ccc(OC)cc3)nc2cc1C,-1.3,-23,1,-12,16,-13,1.8,58*[5 µM],59
Cc1ccc(NC(=O)Nc2cccc(C)n2)c(C)c1,0.1,11,-3,3,7,4,55,13,-8
O=C(NCCC1=CCCCC1)c1cc2c(s1)CS(=O)(=O)C2,-1.0,5,0,5,18,2,0.3,-2,52
CC(C)(O)C1Cc2cc(/C=C/C(=O)O)c(O)cc2O1 (stereo not given),0.5,3,1,-10,7,-5,5.0,18,-38
COc1cc([N+](=O)[O-])cc(CN2CCCCC2)c1O,-2.0,12,1,2,3,-1,-0.2,7,-87
CC1=C(C(N)=O)C(c2ccccn2)n2nc(SCc3ccccc3)nc2N1 (stereo not given),-0.7,20,-1,1,12,10,-0.1,12,5
CCS(=O)(=O)N1Cc2ccccc2CC1C(=O)OCC(=O)Nc1ccc(C)cc1 (stereo not given),0.1,18,3,8,9,6,3.4,7,20
CC/C(Cc1ccccc1)=N\NC(=O)c1cc(C)oc1C,2.4,12,3,1,6,-1,1.1,8,31
CCOC(=O)c1cc(Sc2ccccc2N)cc(C(=O)OCC)n1,0.1,6,-3,-9,9,1,0.5,-1,16
O=C(N/N=C/c1ccccc1)c1c(O)c2ccccc2[nH]c1=O,-5.5,8,-1,-30,9,15,2.1,11,78*
COc1ccc(C)cc1NC(=O)NCc1ccco1,-0.3,4,0,-3,6,-3,0.8,6,8
Cc1ccc(N2CCCn3c2cc(C)c(C#N)c3=O)cc1Cl,-1.9,16,-2,-48,17,13,-0.4,15,34
O=C(CN(c1ccc2c(c1)OCCO2)S(=O)(=O)c1ccccc1)NCC1CCCO1 (stereo not given),-0.6,9,2,6,8,5,-0.8,2,28
COc1ccc(S(=O)(=O)N(C)CC(=O)N2CCC(C)CC2)cc1Cl,0.3,4,2,0,7,1,-0.6,-7,28
CC(Sc1nnc(CNc2cccc3ccccc23)n1-c1ccccc1)C(=O)N/N=C/c1ccco1 (stereo not given),-2.1,7,-2,2,13,-6,-0.2,13,-13
O=C(COC(=O)c1ccc(S(=O)(=O)NCc2ccco2)cc1)NC1CCCCC1,1.6,14,-1,2,18,-4,-0.1,13,39
Cc1cnccc1CN(C)Cc1nc(Cc2ccccc2Cl)no1,-2.0,13,-1,-4,5,0,-0.2,13,36
C/C(=N\O)c1ccccc1C(=O)O,-1.8,12,0,6,13,4,0.6,1,22
CCCC(O)(c1ccc(OC)cc1)C(CN1CCOCC1)c1ccccc1 (stereo not given),-0.2,5,-1,-4,4,-2,-0.9,14,39
COc1cccc2cc(C(=O)Nc3ccc(F)cc3)c(=Nc3ccc(C(=O)O)cc3)oc12,0.5,14,1,2,7,5,1.4,3,-7
Cc1cc(/C=C2/NC(=O)N(Cc3ccccc3F)C2=O)c(C)n1C(C)C,3.7,12,0,-1,6,-5,nt,3,72*
CO/N=C/c1c(-c2ccccc2)nn(C)c1Cl,0.4,5,3,3,2,-4,2.0,12,-17
NC(=O)C1CCN(C(=O)CSc2nc3ccccc3[nH]2)CC1,1.6,3,-2,-5,9,-6,0.1,5,19
CCN(CC)S(=O)(=O)c1ccc(NC(=O)COC(=O)c2c[nH]c(=O)[nH]c2=O)cc1,6.9,9,6,-6,1,1,-0.6,9,1
COc1ccc(S(=O)(=O)N2CCOCC2)cc1NC(=O)c1ccc(-n2nc(C)cc2C)cc1,0.3,16,6,-11,4,5,-0.1,7,-22
O=C(CSc1nnc(CNC(=O)c2cccs2)o1)NCC1CCCO1 (stereo not given),-0.5,-3,-1,3,10,-4,0.9,6,-5
CCN1CCN(Cc2nc3c(c(=O)n(C)c(=O)n3C)n2CC(=O)c2ccccc2)CC1,-1.9,9,-4,1,12,1,0.0,15,6
CSc1ncccc1C(=O)OCc1ccc(COC(=O)c2cccnc2SC)cc1,-0.6,16,-2,-20,7,9,0.2,9,31
CN(C)CC(C)(C)CNC(=S)Nc1cc(S(=O)(=O)N2CCOCC2)ccc1Cl,-1.9,7,0,5,5,0,-0.4,11,1
COC(=O)C1=C(C)Nc2c(c(=O)n(C)c(=O)n2C)C1c1ccc(C)cc1 (stereo not given),-1.9,5,-3,-7,2,-4,0.9,8,-1
O=[N+]([O-])c1ccc(Cl)c(/C=N/N2CCN(Cc3ccc(Cl)cc3)CC2)c1,-1.6,5,3,-10,5,-23,0.2,22,-12
Cc1cc2nc3c(=O)n(CCc4ccccc4)c(=O)[nH]c3nc2cc1N,-6.1,7,5,13,6,0,0.1,12,2
CCC(CC)NC(=O)c1n[nH]c(=O)c2ccccc12,-2.5,0,-2,2,7,-8,0.1,5,-2
COc1ccc(C(=S)N2CCCCCC2)cc1,3.5,19,-3,1,10,7,0.0,15,-9
O=C(Nc1nnc(C(F)(F)F)s1)c1cccnc1,-0.2,4,3,-4,5,-4,0.8,16,-15
CC(=O)Nc1ccc(S(=O)(=O)N2CCC(c3nc4ccccc4[nH]3)CC2)cc1,-1.0,-14,2,-2,4,-8,0.7,37,46

# Retrieved by structure from the entries so far, four records:
SMILES,TNF death inh,FXIIa inh 1536,Wee1 stabilizer,TbHK1 inh,PGE2 EP2 inh,FXIa inh,zVAD death inh,PPC-1+TRAIL kill,CHOP inh
CCOC(=O)c1cc(Sc2ccccc2N)cc(C(=O)OCC)n1,0.1,6,-3,-9,9,1,0.5,-1,16
CC(Sc1nnc(CNc2cccc3ccccc23)n1-c1ccccc1)C(=O)N/N=C/c1ccco1 (stereo not given),-2.1,7,-2,2,13,-6,-0.2,13,-13
COc1ccc(S(=O)(=O)N(C)CC(=O)N2CCC(C)CC2)cc1Cl,0.3,4,2,0,7,1,-0.6,-7,28
Cc1cc2nc3c(=O)n(CCc4ccccc4)c(=O)[nH]c3nc2cc1N,-6.1,7,5,13,6,0,0.1,12,2

# More records.
SMILES,TNF death inh,FXIIa inh 1536,Wee1 stabilizer,TbHK1 inh,PGE2 EP2 inh,FXIa inh,zVAD death inh,PPC-1+TRAIL kill,CHOP inh
O=S1(=O)CCN2C=Nc3sc4c(c3C2=N1)CCCC4,-5.6,3,3,6,18,3,0.0,25,11
COc1ccccc1-c1nnc(SCC(=O)N2CCOCC2)o1,-0.5,15,11*,2,9,5,nt,-13,-8
CC(OCCN(C)C)C(=O)C12CC3CC(CC(C3)C1)C2 (stereo not given),3.2,6,-1,-7,6,-1,0.0,-2,10
CCOC(=O)C1(CC2CCCCO2)CCN(Cc2nc(-c3cccs3)oc2C)CC1 (stereo not given),0.2,11,-1,-9,5,3,-0.9,-3,-6
CC(C)[C@@H](C(=O)N1CCNCC1)n1cc(CCO)nn1,-0.2,22,2,-8,2,9,0.1,15,3
Cn1nc(CC(=O)NCc2ccc(F)cc2)c2ccccc2c1=O,-2.8,14,1,4,13,9,-0.2,-10,8
CCC(C)(C)NC(=O)C(c1cccc(OC)c1)N(C(=O)c1ccn[nH]1)c1cccc(OC)c1 (stereo not given),-6.1,1,3,1,13,0,-0.4,2,2
O=C(CN1CCCCCCC1)N/N=C/c1ccccc1F,1.9,15,1,27,8,9,1.3,8,-10
O=c1c(Cc2c(F)cccc2Cl)c(O)ccn1C1CC1,8.5,5,-2,-8,11,0,0.7,9,-3
CCCc1cc(=O)[nH]c(SCC(=O)Nc2nc3ccc(OCC)cc3s2)n1,0.0,8,1,-1,8,2,1.0,1,-3
Cn1c(-c2ccco2)n[nH]c1=S,0.7,-1,2,-1,3,-3,3.7,2,-7
NC(=O)COC(=O)CC12CC3CC(CC(C3)C1)C2,0.7,12,0,-7,6,-2,1.0,16,3
Cc1cc([N+](=O)[O-])nn1CC(=O)N1CCc2ccccc2C1,-1.3,21,-4,-1,14,16,0.1,21,-5
CC(C)On1c(SC(C)C)nc2ccccc2c1=O,-1.7,-5,-1,5,9,-7,-0.2,2,73*
NS(=O)(=O)c1ccc(CCNC(=O)COC(=O)CCc2ccccc2)cc1,0.3,5,5,10,8,-4,-0.1,5,-5
C=CCn1c(SCN2C(=O)c3ccccc3C2=O)nc2ccc(Cl)cc2c1=O,-1.8,17,-2,-1,8,10,-0.6,-4,63
COC(=O)CN1C(=O)COc2ccc(Cl)cc21,0.3,-4,-1,-5,9,-6,nt,-12,-3
CC(=O)Nc1c(C)cc(S(C)(=O)=O)cc1C,0.7,8,4,-9,5,2,0.1,1,-7
Cc1c(C(=O)NCCSCc2ccc(F)cc2)cnn1-c1ccc(Cl)cc1,-2.1,3,3,14,6,0,0.1,-11,9
COc1ccc(NC(=O)Nc2nnc(CC(=O)Nc3ccccc3)s2)cc1,3.6,5,3,-14,0,-3,-0.3,12,-4
CCOC(=O)c1c(NC(=O)Cn2cnc3sc(C)c(-c4ccccc4)c3c2=O)sc(C)c1C,3.9,10,-1,-9,10,4,nt,27,48
Cc1ccc(NC(=O)/C(C#N)=N/Nc2ccc(C(=O)O)cc2)c(C)c1,1.0,9,4,-22,2,2,0.4,23,-5
Cc1cc(NC(=O)c2ccc([N+](=O)[O-])o2)ccc1NC(=O)c1ccco1,-20,9,2,-18,64*,6,2.4,37,-163
CC(=O)c1ccc(NC(=O)C(C)n2c3ccccc3c3nc(=O)cc(C)n32)cc1 (stereo not given),3.9,3,-1,-10,5,1,-0.5,5,-10
CC(=O)Nc1ccc2c(c1)CCCC2,0.1,8,0,-9,8,2,1.1,-2,10
COc1ccc(CC(=O)Nc2cc(S(=O)(=O)N3CCCCC3)ccc2C)cc1OC,-4.1,12,-2,-7,2,2,-0.1,-9,30
O=C(COc1ccccc1)Nc1ccc([N+](=O)[O-])cc1,4.5,8,1,9,14,5,3.3,4,17
O=C(CN1CCCCC1)N=Nc1c(O)[nH]c2ccccc12,-0.8,12,3,-15,3,2,0.3,2,4
CSc1ccc(C(=O)C2CCCN(Cc3cccn3-c3cccnc3)C2)cc1 (stereo not given),-1.4,7,3,-8,3,0,-0.4,0,18
O=C(NCCOc1ccccc1)c1cncc(Br)c1,3.2,10,6,-4,19,-6,0.9,7,-13

# A portion of the library, so the mix of outcomes need not match the whole.
